Screens: PubChem, National Center for Advancing Translational Sciences (NCATS)
BAZ2B block = BAZ2B (human) inhibition; AlphaScreen BAZ2B-H3K14Ac peptide displacement; Potency, µM (series often up to 114 µM), inactives show at the top dose activity change, negative = inhibition, hits mostly inhibitors; Q9UIF8; 4.4% of 360,000 active; also: potency is read from the fitted curve at half-maximal effect; % is scaled to controls: 0 for no effect and ±100 for the full control effect; nearly all actives have a fitted effect of over 60% in size
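Protein-peptide AlphaScreen: BAZ2B 50 nM, b-H3K14Ac 50 nM, 1x PBS pH 7.4 + 0.01% Tween-20. Preincubation 30 min RT; cpd 30 min RT (top 110 uM); beads 20 min RT, light-protected.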
Tb PGK inh = inhibitors of T. brucei phosphoglycerate kinase; Potency, µM (titrated, usually from 57.5 µM), inactives show at the top dose activity change, negative = inhibition, most hits filed as inhibitors; PGK/GAPDH coupled, Kinase-Glo luminescence, 60 min; 0.043% of 380,000 active; also: potency is read from the fitted curve at half-maximal effect; % is scaled to controls: 0 for no effect and ±100 for the full control effect; nearly all actives have a fitted effect of over 60% in size
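Luminescent ATP detection (Kinase-Glo Plus) follows a 60-minute room-temperature incubation, with wells lacking PGK as controls. Buffer: 100 mM TEA (pH 7.6), 5 mM MgCl2, 0.01% Tween-20. Coupling enzyme GAPDH (100 nM final) supplies unstable 1,3-BPG in-well.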
HP1b binding inh = blocks HP1-beta chromodomain binding to methylated histone tails | P83916 | AlphaScreen HP1-beta / biotin-H3K9me3 peptide binding | Potency, µM (top dose mostly 114 µM), inactives show at the highest dose activity change, negative = inhibition, usual class: inhibitors | 0.56% of 390,000 active | AID 540317; also: potency is read from the fitted curve at half-maximal effect; nearly all actives have a fitted effect of over 70% in size; inactives centre near 23
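Compound inhibition of the preformed complex between 50 nM HP1-beta and 50 nM biotinylated H3K9me3 peptide was read by AlphaScreen. Buffer was PBS pH 7.4 with 0.01% Tween-20. Incubations ran 30 min at room temperature, with 10 ug/mL donor/acceptor beads.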
PI4K2A inh = blocks human PI4K2A kinase activity. activity change, negative = inhibition, % at 76.9 µM. 0.13% of 420,000 active. Q9BTU6. purified PI4K2A, ADP-Glo luminescence, 1 h; hits give low values. AID 1346378; in the data active = activity change below about -50%; inconclusive = mostly about -30% to -49%;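 also: -100% = wells without enzyme as full effect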
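ADP-Glo luminescence measured ADP generated by PI4K2A enzyme (4 ug/mL before mixing) with 1.2 mM PI substrate (pre-mix) and 300 microM ATP (pre-mix). Tris pH7.5 buffer with MgCl2, Triton X-100; 1 h reaction at ambient temperature.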
JMJD2A Tudor = inhibitors of human JMJD2A Tudor domain. O75164. AlphaScreen JMJD2A-Tudor / H3K4me3 peptide binding. Potency, µM (series often up to 114 µM), for inactives: at the highest dose activity change, negative = inhibition, hits mostly inhibitors. 4.4% of 390,000 active; also: potency is read from the fitted curve at half-maximal effect; % is scaled to controls: 0 for no effect and ±100 for the full control effect; nearly all actives have a fitted effect of over 50% in size
Pin1 inhibitor = inhibitors of human Pin1. Q13526. Pin1 FP peptide displacement, HiFluor488, 10 min. Potency, µM (titrated, usually from 115 µM), for inactives: at the highest dose activity, negative = inhibition, actives largely listed as inhibitors. 0.009% of 390,000 active; active = well fitted inhibition curve with a large enough effect in the polarisation, with a control signal flat, not every such curve was filed as active; inconclusive = small, poorly fitted or top-dose-only effect, or effect the other way, or a change in a side signal; inactive = no such curve, though single readings can be large or run the other way; the % refers to the polarisation; also: potency is read from the fitted curve at half-maximal effect; % is scaled to controls: 0 for no effect and ±100 for the full control effect
GLS inhibitor = inhibitors of human glutaminase (GLS). GLS enzymatic activity, qHTS titration. O94925. AID 624170. Potency, µM (titrated, usually from 45.5 µM), for the others: at the highest dose activity change, negative = inhibition, most hits filed as inhibitors. 0.21% of 410,000 active; also: potency is read from the fitted curve at half-maximal effect; % is scaled to controls: 0 for no effect and ±100 for the full control effect
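Coupled fluorescence readout: glutamate oxidase/HRP/Amplex Red detect glutamate formed by hKGA from L-glutamine (1 mM solution added). Buffer 45 mM KH2PO4 pH 8.2, 0.02% Tween-20; reads at t0 and 30 min RT.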
ERG-DNA inh = ERG Ets/DNA interaction inhibition; P11308; fluorescence polarization, His-ERG Ets domain / labelled DNA; Potency, µM (highest dose often 76.9 µM), for the others: top-dose FP activity, negative = inhibition, most hits filed as inhibitors; 0.028% of 370,000 active; AID 624246; active = well fitted inhibition curve with a large enough effect in the polarisation, with a control signal flat; inconclusive = small, poorly fitted or top-dose-only effect, or effect the other way, or a change in a side signal; inactive = no such curve, though single readings can be large or run the other way; the % refers to the polarisation;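 also: polarization taken with two DNA probes labelled with fluorescein and Texas red; potency is read from the fitted curve at half-maximal effect; % of control where 0% means no effect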
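His-tagged ERG Ets domain (1 uM in the protein solution; 300mM KCl, 50mM Tris-HCl, 1mM EDTA, 1mM DTT, pH 7.5) received compound, then a probe mix of 5 nM fluorescein-DNA and 100nM Texas-615-DNA. Fluorescence polarization was read for both dyes.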
G9a inh = inhibitors of human histone lysine methyltransferase G9a; Q96KQ7; 8.8% of 350,000 active; G9a H3K9 monomethylation, AlphaScreen, 2 h; Potency, µM (series often up to 102 µM), for the others: at the top dose activity, negative = inhibition, hits mostly inhibitors; also: potency is read from the fitted curve at half-maximal effect; % is scaled to controls: 0 for no effect and ±100 for the full control effect; nearly all actives have a fitted effect of over 75% in size
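Compounds were preincubated with 20 nM G9a for 15 min, after which biotinylated H3K9 peptide (500 nM) and SAM (20 uM) started a 2 h room-temperature reaction. Monomethylated product was quantified by antibody-based AlphaScreen chemiluminescence.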
Numbers without * were called inactive; i = inactive; ? = inconclusive; / = not tested or not shown; [ ] = dose if it differs, or a comment. Unless noted, calls follow the shape of the dose curve; as a rule, active = well fitted curve in the direction sought with a large enough effect; inconclusive = small, poorly fitted or top-dose-only effect, or another doubt; inactive = no such curve, though single readings can be large; an effect the other way counts as inactive or inconclusive.

1	COC(=O)c1ccc(C2C(C(C)=O)=C(C)Nc3ncnn32)cc1 (stereo unspecified)
2	Cc1ccc(N2C(N)=C(C#N)C(c3cccs3)C3=C2CC(C)(C)CC3=O)cc1 (stereo unspecified)
3	CCOc1ccc(C(Nc2ccc(C)cc2)P2(=O)OCCC(C)O2)cc1 (stereo unspecified)
4	COCCNC(=O)[C@@H]1CCCN1C(=O)C1CCN(S(=O)(=O)c2ccc(C)cc2)CC1
5	COc1ccc(OCC(=O)N2CCN(C(=O)COc3ccc(Br)cc3)CC2)cc1
6	CCSc1nc2n(n1)C(c1cccc(F)c1)C1=C(CCCC1=O)N2 (stereo unspecified)
7	CCN(CC)c1ccc(C=Nc2cccnc2Cl)c(O)c1
8	Cc1cc2oc(=O)cc(CN3CCN(Cc4ccccc4)CC3)c2cc1Cl
assay / entry	1	2	3	4	5	6	7	8
BAZ2B block	-6%	-37%	-3%	-16%	-4%	-4%	-2%	-31%
Tb PGK inh	-7%	1%	5%	-1%	3%	-1%	6%	i
HP1b binding inh	21%	2%	17%	33%	39%[activator]	34%	26%	12%
PI4K2A inh	-8	2	-3	3	-5	-1	-1	-12
JMJD2A Tudor	-13%	?	-9%	-21%	2%	-4%	0%	-8%[11.4 µM]
Pin1 inhibitor	-5%	3%	15%	-14%	-5%	-2%	0%	12%
GLS inhibitor	-5%	16%	5%	1%	/	30%	2%	-13%
ERG-DNA inh	12%	-2%	-2%	5%	7%	4%	17%	-7%
G9a inh	-26%	?	5%	7%[59 µM]	16%[59 µM]	8%	1%[2.33 µM]	-20%[59 µM]

9	O=C(c1ccccc1)N1CCN(C(=O)c2ccc3c(c2)OCCO3)CC1
10	CCOC(=O)c1nnc(-c2ccccc2)o1
11	CCn1ncc(N(C)N)c(Cl)c1=O
12	O=c1[nH]cn[nH]1
13	CCO[C@@H]1OC(C(=O)Nc2ccccc2)=C[C@H](c2ccccc2)[C@H]1CCCO
14	Cc1ccc(S(=O)(=O)N2CCN(C)CC2)c(C)c1
15	CCCCCOC(=O)C1=C(C)NC(=O)NC1c1ccc([N+](=O)[O-])cc1 (stereo unspecified)
16	COc1cc(/C=C2/C(=O)N(c3ccc(Br)cc3)N=C2C)cc(OC)c1OC
assay / entry	9	10	11	12	13	14	15	16
BAZ2B block	-13%	1%	-3%	0%	-3%	-2%	3%	40µM*
Tb PGK inh	i	-2%	-6%	10%	i	-6%	0%	-2%
HP1b binding inh	20%	17%	33%	16%	23%	31%	5%	-35%
PI4K2A inh	0	1	1	-3	2	1	3	-11
JMJD2A Tudor	-4%	-6%	0%	-12%	-14%	-13%	-21%	35µM*
Pin1 inhibitor	0%	0%	-10%	2%	-8%	0%	6%	1%
GLS inhibitor	-15%	15%	0%	2%	8%	-2%	0%	-26%
ERG-DNA inh	3%	-2%	-16%	-3%	27%	-10%	10%	-11%
G9a inh	4%	6%[12.7 µM]	-26%	20%[59 µM]	15%[59 µM]	-6%	17%[0.501 µM]	50µM*

An excerpt from above in order of heavy-atom count, lowest first:
12	O=c1[nH]cn[nH]1
11	CCn1ncc(N(C)N)c(Cl)c1=O
15	CCCCCOC(=O)C1=C(C)NC(=O)NC1c1ccc([N+](=O)[O-])cc1 (stereo unspecified)
assay / entry	12	11	15
BAZ2B block	0%	-3%	3%
Tb PGK inh	10%	-6%	0%
HP1b binding inh	16%	33%	5%
PI4K2A inh	-3	1	3
JMJD2A Tudor	-12%	0%	-21%
Pin1 inhibitor	2%	-10%	6%
GLS inhibitor	2%	0%	0%
ERG-DNA inh	-3%	-16%	10%
G9a inh	20%[59 µM]	-26%	17%[0.501 µM]

(cont.)
17	CCCc1cnc(NCCNCC(O)COc2ccc(Cl)c(Cl)c2)nc1 (stereo unspecified)
18	O=C(OCCN=C1NS(=O)(=O)c2ccccc21)c1ccccc1
19	O=C(CCn1cnc2ccccc2c1=O)NCc1ccccc1
20	COCc1cc(=O)n2c([nH]c3ccccc32)c1C#N
21	CCOCC(=O)OCC(=O)Nc1cc(OC)c([N+](=O)[O-])cc1C
22	Cc1nc2c(=O)n(-c3cccc(C(F)(F)F)c3)nc(C)c2s1
23	Cc1cc(C)cc(NC(=O)C2C3C=CC4(O3)C2C(=O)N(CCN2CCCCC2)C4C(=O)NC2CCCCC2)c1 (stereo unspecified)
24	O=C(CC1SC(N2CCOCC2)=NC1=O)Nc1cc([N+](=O)[O-])ccc1Cl (stereo unspecified)
assay / entry	17	18	19	20	21	22	23	24
BAZ2B block	17%	8%	?	-21%	-18%	-2%	-18%	-14%
Tb PGK inh	-4%	-9%	-14%	-8%	-10%	-3%	-7%	i
HP1b binding inh	-3%	47%[activator]	-12%[57 µM]	12%	19%	55%[activator]	36%	22%
PI4K2A inh	-5	-3	-3	-7	-1	-7	-2	1
JMJD2A Tudor	-25%	-11%[57.1 µM]	89µM*	-11%	-15%	-14%	-12%	-18%
Pin1 inhibitor	7%	8%	1%	3%	-10%	-7%	-3%	0%
GLS inhibitor	-19%	2%	-17%	29%	8%	-1%	-6%	4%
ERG-DNA inh	8%	-7%	-3%	/	8%	3%	4%	-4%
G9a inh	21%[59 µM]	17%[12.7 µM]	?	?	-24%	/	0%	1%

25	CN1C2CCC1CC(NS(=O)(=O)c1cc(Cl)c(Cl)cc1Cl)C2 (stereo unspecified)
26	COC(=O)[C@@]1(Cc2ccc(F)cc2)[C@H]2c3cc(C(=O)N(C)C)n(Cc4ccccn4)c3C[C@H]2CN1C(=O)c1ccccc1
27	NC(=O)c1ccc(NC(=O)c2ccc(COc3ccc(F)cc3)o2)cc1
28	O=C(OCC(=O)N1CCN(c2ccc(F)cc2)CC1)c1cnc2ccccc2n1
29	O=C(Nc1cccc(-c2nc3ccccc3o2)c1)C(F)(F)F
30	CCCCC(=O)NC(=S)Nc1cccc(NC(=O)CC)c1
31	CCOc1ccc(OCCOCCn2ccnc2)cc1
32	CC1CCN(CCc2nc3cc(NC(=O)Nc4ccccc4)ccc3n2C)CC1
assay / entry	25	26	27	28	29	30	31	32
BAZ2B block	-15%	?	-1%	/	-2%	3%	79µM*	2%
Tb PGK inh	-7%	-2%	-8%	i	i	i	-2%	7%
HP1b binding inh	13%	18%	53%[activator]	29%	0%	16%	?	11%
PI4K2A inh	1	-1	-4	-1	15	-2	5	-1
JMJD2A Tudor	-12%	-35%	10%	-8%	-19%	-21%	8.9µM*	6%
Pin1 inhibitor	-10%	0%	6%	5%	38%[activator]	-2%	0%	1%
GLS inhibitor	-4%	0%	2%	20%	0%	40%[activator]	11%	24%
ERG-DNA inh	0%	4%	-6%	-1%	-5%	6%	-9%	-5%
G9a inh	1%	?	15%[12.7 µM]	/	3%[59 µM]	41%[0.0925 µM]	?	?

With a hit mark in BAZ2B block (from the list above):
16	COc1cc(/C=C2/C(=O)N(c3ccc(Br)cc3)N=C2C)cc(OC)c1OC
31	CCOc1ccc(OCCOCCn2ccnc2)cc1
assay / entry	16	31
BAZ2B block	40µM*	79µM*
Tb PGK inh	-2%	-2%
HP1b binding inh	-35%	?
PI4K2A inh	-11	5
JMJD2A Tudor	35µM*	8.9µM*
Pin1 inhibitor	1%	0%
GLS inhibitor	-26%	11%
ERG-DNA inh	-11%	-9%
G9a inh	50µM*	?

The list goes on.
33	Cc1ccc(/C=C2/C(=O)ON=C2c2ccccc2)o1
34	COc1ccccc1OCCCCNC(C)(C)C
35	COc1ccc(NC(=O)N(C)C[C@H]2Oc3ccc(NC(=O)Nc4ccc(C(F)(F)F)cc4)cc3C(=O)N([C@H](C)CO)C[C@@H]2C)cc1
36	COc1ccccc1-c1ccc(SCC(=O)NC2CCCC2)nn1
37	CCCN(CCC)S(=O)(=O)c1ccc(Cl)c(OC)c1
38	CC(C)C(NC(=O)c1ccc(F)cc1)C(=O)N1CCN(C(=O)c2ccco2)CC1 (stereo unspecified)
39	Cc1cc(C)c(NC(=O)Cn2nnc(-c3nc(-c4ccncc4)no3)c2N)c(C)c1
40	CCOc1ccccc1Nc1nc2ccccc2n2cnnc12
41	CC(=O)Nc1cccc(-c2nc3ccc(NC(C)=O)cc3s2)c1
42	O=C(Nc1cc2c(oc1=O)CCCC2=O)c1ccc(Cl)cc1
43	COc1ccc(CCNC(=S)Nc2ccccc2)cc1
assay / entry	33	34	35	36	37	38	39	40	41	42	43
BAZ2B block	28µM*	/	/	5%	37%	-3%	-11%	-18%	-35%	40µM*	-5%
Tb PGK inh	-7%	-7%	-4%	-6%	-1%	i	/	i	/	?	i
HP1b binding inh	?	8%	32%	32%	120%[activator]	35%[activator]	27%	27%	50%[activator]	-65%	34%
PI4K2A inh	-19	1	5	-3	2	0	4	-1	-2	-19	15
JMJD2A Tudor	79µM*	-11%	-29%	-7%	46%[activator]	-1%	3%	-20%	-9%	14µM*	-6%
Pin1 inhibitor	7%	3%	11%	-5%	1%	-9%	-1%	8%	?	?	-2%
GLS inhibitor	?	3%	1%	-5%	3%	-2%	8%	-5%	5%	?	-5%
ERG-DNA inh	17%	/	18%	1%	3%	2%	0%	-5%	0%	0%	-17%
G9a inh	13µM*	4%[59 µM]	/	?	117%[activator]	27%[12.7 µM]	?	?	6%	4%[12.7 µM]	/
